Hsp70 inhibitors = small molecules displacing fluorescent ligand from Hsp70 – biochemical, fluorescence polarization, primary screen (AID 583). Hsp70 fluorescence polarization probe displacement, mP; higher % means a stronger effect. one-dose displacement, % at 20 µM; IC50 in µM for titrated hits. 0.06% of 140,000 active; in the data active = displacement above about 50%;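 also: plate controls were vehicle for no effect and reference ligand for full effect; a part of the inactive calls stands beside numbers as strong as those of hits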
Rat MKP-3 inhibitors = MKP-3 phosphatase inhibitors, primary screen, biochemical, rat enzyme, in vitro (AID 425) | recombinant MKP-3 phosphatase activity, fluorescence; higher % means a stronger effect | inhibition, % at 20 µM, or IC50 in µM where a hit was titrated | 0.17% of 110,000 active; in the data active = inhibition above about 50%;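 also: plate controls were vehicle for no effect and reference inhibitor for full effect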
Numbers without * were called inactive; nt = no result given; & = joins results of further samples. Only part of the results is shown, so the mix of outcomes need not match the whole.

SMILES | Hsp70 inhibitors | Rat MKP-3 inhibitors
CC(C)(C)C(=O)/C=c1\[nH]c(=O)/c(=C\c2ccc(C#N)cc2)s1 | -7.9% | -7%
CCc1cc2ccc(OC)cc2nc1SCC(=O)Nc1cc(C)on1 | -2.9% | -3%
COc1ccc(/C=N/NC(=O)C(C)Nc2ccc(Cl)cc2)c(OC)c1 (configuration not stated) | 3.7% | 1%
c1ccc(-c2noc(-c3ccc4ccccc4c3)n2)nc1 | 1.9% | -1%
Cc1ccccc1N1CC(=O)N(c2ccccc2C)CC1=O | 3.5% | nt
CC(=O)Nc1cccc(OCC(O)Cn2c(C)nc3ccccc32)c1 (configuration not stated) | 0.4% | nt
Cc1ccc(/C=N/NC(=O)C(O)c2ccccc2)cc1 (configuration not stated) | 2.1% | 0%
CCOc1cc(/C=C2/C(=O)NC(=O)N(C)C2=O)cc(Br)c1O | 6.5% | -1%
CC(C)c1ccccc1OCCCN1CCCC1 | -5.3% | 5%
Cc1sc(NC(=O)c2ccc(Cl)cc2Cl)nc1C12CC3CC(CC(C3)C1)C2 | -0.5% | 4%
Cc1ccccc1-n1c(C)nnc1SCc1nc2ccccc2s1 | -0.9% | 0%
CCCN1C(=O)c2cc(C(=O)O)ccc2C1O (configuration not stated) | 0.2% | -3%
CC(CN1CCCCC1)OC(=O)C1c2ccccc2Oc2ccccc21 (configuration not stated) | 3.8% | nt
COc1ccc(C=NCCC23CC4CC(CC(C4)C2)C3)c(OC)c1 | -4.4% | 0%
O=S(=O)(c1ccccc1)c1nc(-c2ccco2)oc1NCc1ccco1 | 1.0% | 1%
Cc1cc(C)cc(OCC(=O)Nc2cccc(-c3nc4ncccc4o3)c2)c1 | nt | -10%
Cc1cc(=O)[nH]c(SCC(=O)NCCc2ccccc2)n1 | 8.1% | nt
CCOC(=O)Cc1csc(NC(=O)c2cccs2)n1 | 0.6% | -13%
CCn1cc(C(=O)NCCCOC)c(=O)c2cc(S(=O)(=O)N(C)C)ccc21 | 1.3% | -11%
COc1ccc(Nc2ccc(N)cc2)cc1 | 7.6% | 16%
CCCn1c(SCC(=O)N2CCCc3ccccc32)nnc1-c1ccco1 | -0.6% | -2%
Cc1ccc(C(=O)NCCn2cc(SCC(=O)Nc3cc(C)on3)c3ccccc32)cc1 | 6.9% | -5%
O=C(NCc1cccnc1)C1CCCN(S(=O)(=O)c2ccc(Cl)cc2)C1 (configuration not stated) | 4.5% | 3%
CCCCOC(=O)C(C#N)c1nc2ccccc2nc1N1CCN(Cc2ccc3c(c2)OCO3)CC1 (configuration not stated) | 0.8% | -1%
Cc1ccc(/C(CCN(C)C)=N/O)cc1 | 0.8% | 0%

Other records.
SMILES | Hsp70 inhibitors | Rat MKP-3 inhibitors
Cc1ccc(C(=O)O/N=C(\N)c2ccc(Cl)cc2)cc1 | -1.2% | 3%
OCCNCCOc1cccc(Cl)c1Cl | -3.9% | 1%
CC12CC3(C)CC(C)(C1)CC(C(N)=O)(C2)C3 | -4.3% | -4%
O=C(COC(=O)c1ccco1)NCC1CCCO1 (configuration not stated) | 0.0% | -18%
COc1ccc(OCC(=O)N2CCN(C(=O)COc3ccc(Br)cc3)CC2)cc1 | 0.1% | -3%
Cc1nnc(N(C)C(=O)c2ccccn2)s1 | 6.1% | nt
Cn1c(=O)cc(SCC(=O)Nc2ccccn2)c2ccccc21 | -0.8% | 1%
COc1ccc(/C=C2\SC(=S)N(Cc3ccco3)C2=O)cc1OC | 3.3% | 0%
C=CCc1cc(OC)ccc1OCC(O)CN1CCN(c2ccc(OC)cc2)CC1 (configuration not stated) | 2.7% | 6%
CCN(CC)C(=O)CSc1nc(O)c(Cc2ccccc2)c(=O)n1-c1ccccc1 | 0.4% | nt
CN(C)C(=O)CN(c1ccc2c(c1)OCO2)S(C)(=O)=O | 0.3% | nt
CCCCNC(c1ccccc1)c1ccncc1 (configuration not stated) | -0.2% | nt
COc1ccc(C2CC(=O)CC(=O)C2)cc1 | 1.0% | -5%
CC1=NN(c2ccccc2)C(=O)C1C(c1ccccc1)C(C#N)C#N (configuration not stated) | -2.5% | 3%
OCCN=Cc1c(O)[nH]c2ccccc12 | -0.2% | nt
CC(=O)N1CCN(c2ccc(NC(=O)c3cccs3)cc2)CC1 | 3.2% | -3%
c1ccc(CN2CCN(c3nc4ccccc4n4cnnc34)CC2)cc1 | -0.8% | 5%
O=C1CC(c2cccc(Br)c2)c2cc(Br)c3ccccc3c2N1 (configuration not stated) | 1.0% | 3%
O=C(C1CC1)N1CCc2cc(Br)cc(S(=O)(=O)NCC3COc4ccccc4O3)c21 (configuration not stated) | -0.7% | -16%
O=C(N/N=C/c1ccc(OCc2ccccc2)cc1)c1ccc[n+](Cc2ccccc2)c1 | -5.8% | 0%
CCOC(=O)c1c(N)sc(C(=O)NC2CCCCC2)c1C | 2.3% | 0%
Cc1cc(=O)[nH]c(SCc2ccc([N+](=O)[O-])cc2)n1 | -1.4% | 4%
COc1cc(N2CCN(Cc3ccccc3)CC2)c([N+](=O)[O-])nc1[N+](=O)[O-] | 0.8% | 3%
COc1ccc(N=C(NOC(C)=O)c2ccc(Cl)cc2)c(OC)c1 | 1.8% | -1%
Cc1cccc(C(=O)NC(NC(=O)c2cccc(C)c2)c2ccc(Br)cc2)c1 | 1.1% | 4%

Other structures follow.
SMILES | Hsp70 inhibitors | Rat MKP-3 inhibitors
CCOC(=O)C(CSCC(=O)c1ccc(Cl)cc1)NC(=O)OC(C)(C)C (configuration not stated) | 0.0% | nt
CC(C(=O)c1ccc(-c2ccccc2)cc1)[n+]1cccc(NC(=O)c2ccccc2)c1 (configuration not stated) | 0.4% | -1%
CCc1nc2ccccc2c2nc3ccccc3n12 | 4.9% | nt
COc1ccc(S(=O)(=O)N2CCCC2C(=O)NCc2cccs2)cc1 (configuration not stated) | -0.5% | -13%
Cc1ccc(S(=O)(=O)N2CCN(S(=O)(=O)N3CCOCC3)CC2)c(C)c1 | 4.1% | nt
CCCCOC(=O)CCc1n[nH]c(=O)[nH]c1=O | 2.7% | 4%
COC(=O)c1ccccc1NC(=O)c1cc(Cl)ccc1Cl | -3.3% | 1%
O=C(CCCn1c(=S)[nH]c2ccc(Br)cc2c1=O)N1CCN(c2ccccn2)CC1 | 2.3% | 0%
CCn1c(C)[n+](CC)c2ccc([N+](=O)[O-])cc21 | 1.3% | 0%
Cc1ccc2c(c1)c1c(n2C)C(=O)CCC1 | -4.6%&0.9% | 1%
COCCNC(=S)NC12CC3CC(CC(C3)C1)C2 | 1.2% | nt
O=C(Nc1cccc(O)c1)c1cc2nc(-c3ccccc3)cc(-c3ccccc3)n2n1 | -2.4% | 1%
O=C(Nc1ccccc1-c1nc2ccccc2s1)c1ccco1 | 0.5% | 5%
Cc1ccc(S(=O)(=O)N/N=C/c2ccc(-c3ccc([N+](=O)[O-])cc3Cl)o2)cc1 | -1.4% | -5%
CCOC(=O)c1[nH]c(C)c(C(=O)Nc2ccc(C)cc2C)c1C | 1.4% | -9%
COc1ccc(/C=C2/SC(=S)N(CC(=O)Nc3ccc(F)c(Cl)c3)C2=O)cc1OC | -3.1% | -2%
CCOc1ccc(C(=O)N2CCCC2)cc1OC | 5.4% | 0%
COc1ccc(NC(=O)c2cc3sccc3n2Cc2ccc(F)cc2)cc1OC | -2.8% | nt
Cc1cc(C)cc(-n2ccnc2SCC(=O)Nc2nccs2)c1 | 0.7% | -2%
CC1CCc2nc(NC(=O)c3ccco3)sc2C1 (configuration not stated) | 2.0% | 4%
CC(NC(=O)C12CC3(C)CC(C)(CC(C)(C3)C1)C2)C(=O)O (configuration not stated) | -0.5% | 0%
CCC1=[N+](C)c2cccc3cccc(c23)N1C | 1.2% | -2%
Cc1ccc(-c2cc(C(=O)NCCN3CCOCC3)no2)cc1 | 4.5% | -8%
COc1ccc(CNC(=O)CCCNS(=O)(=O)c2cccc3nonc23)cc1 | -2.0% | 3%
Nc1nnnn1/N=C/C(Br)=C/c1ccccc1 | 2.8% | -8%

Reformatted with values under each structure: three of the compounds above.
Below each SMILES: Hsp70 inhibitors | Rat MKP-3 inhibitors
> COCCNC(=S)NC12CC3CC(CC(C3)C1)C2
    1.2% | nt
> O=C(Nc1cccc(O)c1)c1cc2nc(-c3ccccc3)cc(-c3ccccc3)n2n1
    -2.4% | 1%
> O=C(Nc1ccccc1-c1nc2ccccc2s1)c1ccco1
    0.5% | 5%

Two compounds picked at random from the list so far:
SMILES | Hsp70 inhibitors | Rat MKP-3 inhibitors
CC1CCc2nc(NC(=O)c3ccco3)sc2C1 (configuration not stated) | 2.0% | 4%
COCCNC(=S)NC12CC3CC(CC(C3)C1)C2 | 1.2% | nt

Further entries.
SMILES | Hsp70 inhibitors | Rat MKP-3 inhibitors
O=C1CC(N2CCN(c3ccc(S(=O)(=O)N4CCOCC4)cc3)CC2)C(=O)N1Cc1ccccc1 (configuration not stated) | 2.9% | 5%
O=c1cc(N2CCc3ccccc3C2)[nH]c(=O)n1-c1ccc(Cl)cc1 | 11% | -15%
CCc1ccccc1N1CSC2=C(C#N)C(c3cc(OC)c(OC)cc3OC)CC(=O)N2C1 (configuration not stated) | 1.4% | 0%
CCOC(=O)C1=C2SCC(=O)N2C(N)=C(C#N)C1 | 2.7% | nt
CC(C)Cn1c(N)c(C(=O)CSc2nnnn2-c2ccc(Cl)cc2)c(=O)n(C)c1=O | 1.6% | -8%
CCOC(=O)c1ccc(NC(=S)NC(NC(=O)Cc2ccccc2)C(Cl)(Cl)Cl)cc1 (configuration not stated) | -4.0% | 5%
COc1ccccc1NC(=O)c1cccc(NC(=O)c2ccco2)c1 | 0.4% | -1%
COc1cc(CC(=O)OC2CCOC2=O)cc(OC)c1OC (configuration not stated) | 6.2% | nt
CCOc1ccccc1CN(Cc1ccco1)S(=O)(=O)c1ccc(-n2cnnn2)c(OC)c1 | 1.7% | 2%
Cc1nn(C)cc1CNC(=O)Nc1ccc(Cl)cc1 | 0.4% | nt
CNc1cc(-n2nc(C)cc2-c2ccccc2)ncn1 | -3.0% | -4%
Cc1ccccc1NC(=O)CSC(N)=O | 0.6% | 3%
Brc1ccc(-c2cn3cccnc3n2)cc1 | 0.1% | -9%
C=C(c1ccc(O)cc1)c1ccc(O)cc1 | 3.6% | 3%
O=C(CN1C(=O)NC2(CCCCCC2)C1=O)Nc1ccc(S(=O)(=O)N2CCOCC2)cc1 | 4.5% | nt
COc1ccc(C(CC(=O)O)NS(=O)(=O)c2ccc(C)cc2)cc1 (configuration not stated) | -8.2% | nt
C=CCNC(=O)C(=O)NC1CCCCC1 | 5.1% | 1%
CC(=O)OC1CC(C)(C)N(OC(=O)c2ccccc2)C(C)(C)C1 | 0.2% | -4%
COCCn1cc(C(=O)N2CCC(C)CC2)c2c3ccccc3n(C)c2c1=O | -0.5% | 10%
O=C(CNC(=O)c1ccco1)OCc1ccc(C(=O)Oc2ccccc2)cc1 | nt | -4%
COc1cc2ccccc2cc1C(=O)Nc1ccc(OC(F)(F)F)cc1 | 0.9% | 3%
CC1=CC(=C(C#N)c2nc3ccccc3s2)C=C(C)N1Cc1ccco1 | 3.3% | 4%
CS(=O)(=O)NCCSCc1ccc(Cl)cc1 | -2.8% | -8%
CCOc1ccc(C)cc1S(=O)(=O)Nc1cccnc1 | 0.2% | -8%
COc1ccc2c(c1)-c1c(ssc1=S)C(C)(C)N2C(=O)CSc1nncn1C | -2.9% | 2%

In the list so far, these contain an NH in an aromatic ring:
SMILES | Hsp70 inhibitors | Rat MKP-3 inhibitors
CC(C)(C)C(=O)/C=c1\[nH]c(=O)/c(=C\c2ccc(C#N)cc2)s1 | -7.9% | -7%
Cc1cc(=O)[nH]c(SCC(=O)NCCc2ccccc2)n1 | 8.1% | nt
OCCN=Cc1c(O)[nH]c2ccccc12 | -0.2% | nt
Cc1cc(=O)[nH]c(SCc2ccc([N+](=O)[O-])cc2)n1 | -1.4% | 4%
CCCCOC(=O)CCc1n[nH]c(=O)[nH]c1=O | 2.7% | 4%
O=C(CCCn1c(=S)[nH]c2ccc(Br)cc2c1=O)N1CCN(c2ccccn2)CC1 | 2.3% | 0%
CCOC(=O)c1[nH]c(C)c(C(=O)Nc2ccc(C)cc2C)c1C | 1.4% | -9%
O=c1cc(N2CCc3ccccc3C2)[nH]c(=O)n1-c1ccc(Cl)cc1 | 11% | -15%

Remaining list, next part
SMILES | Hsp70 inhibitors | Rat MKP-3 inhibitors
C=CCn1c(C)c(C(C)=O)c(N2CCCC2)nc1=S | -2.4%&-3.2% | 2%&4%
COC(=O)c1[nH]c(C)c(/C(O)=C2\C(=O)C(=O)N(CCN(C)C)C2c2ccc(C)o2)c1C (configuration not stated) | 5.6% | -4%
CN1CC(=O)N/C1=N\C(=O)Nc1ccc2c(c1)N(C)C(=O)CS2 | nt | -6%
CCOC(=O)CCSc1nc(C)cc(C(F)(F)F)c1C#N | nt | -6%
CCN(CC)S(=O)(=O)c1cc(C(=O)Nc2ccccc2C(=O)O)ccc1OC | -15% | 11%
COC(=O)CNC(=O)COC(=O)c1cc(Cl)cc(Cl)c1N | 7.4% | -3%
O=C(NCCN1CCN(c2ccccc2F)CC1)C1c2ccccc2C(=O)N2CCc3ccccc3C12 (configuration not stated) | 1.8% | 4%
CC1CCN(C(=O)CNC(=O)Cn2ccc3ccccc3c2=O)CC1 | -1.8% | -16%
CCOC(=O)CSc1nc(N)c2c3c(sc2n1)CCCCC3 | -1.0% | 1%
O=C(NCC1CCCO1)c1ccc(I)cc1 (configuration not stated) | -1.6% | 1%
CCSCCOC(=O)C1=C(C)NC2=C(C(=O)CCC2)C1c1cccc([N+](=O)[O-])c1 (configuration not stated) | -1.9% | 2%

Reformatted with each value named: entries from further up
structure: CC12CC3(C)CC(C)(C1)CC(C(N)=O)(C2)C3
  Hsp70 inhibitors: -4.3%	Rat MKP-3 inhibitors: -4%

structure: O=C(COC(=O)c1ccco1)NCC1CCCO1 (configuration not stated)
  Hsp70 inhibitors: 0.0%	Rat MKP-3 inhibitors: -18%

structure: COc1ccc(OCC(=O)N2CCN(C(=O)COc3ccc(Br)cc3)CC2)cc1
  Hsp70 inhibitors: 0.1%	Rat MKP-3 inhibitors: -3%
